AP complement – alternative complement pathway inhibitors, primary screen, biochemical, ELISA, human serum, orthogonally pooled compounds | LPS-coated ELISA, C3 deposition; tested in compound mixtures | inhibition, % at 5 µM | actives 0.08% (n = 62,000);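 active means inhibition above 30% in each of the two pooled mixtures holding the compound, so the lower value exceeds 30%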;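 further: 0% = serum in Mg-EGTA without compound and 100% = EDTA serum blank; some compounds past the cut are filed as inactive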
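Medium: diluted human serum in Mg2+-EGTA GVB++. Assay system: human serum complement alternative pathway, C3 deposition onto LPS. Also added: Plate-bound LPS. Technique: Anti-C3 ELISA, OD 450 nm. Measure: percent inhibition. Incubation: 1 h at 37 °C. Dosing: 5 µM each compound, pools of ten, 50 µM per pool.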
FXIIa inh mix – human factor XIIa inhibitors, primary screen, biochemical, pooled compound mixtures, fluorogenic substrate; Coagulation factor XII (Homo sapiens), P00748; purified FXIIa; inhibition, % at 5 µM; actives 0.2% (n = 62,000);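 further: 0% = enzyme without compound and 100% = no enzyme blank; some results filed as inactive read as strong as hits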
Abs 340nm – compound light absorbance at 340 nm, profiling panel, artefact control, biochemical, MLSMR library, data from PS, PMK, MK assays; compound absorbance at 340 nm, fold over control; fold change at 10 µM; AID 708, 2007; 65,000 tested, under 10 active;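 active means at 10 µM dose, initial 340 nm absorbance at least 2 fold that of control wells; inactive means change under 2 fold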;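 further: initial absorbance extrapolated from kinetic A340 decline of NADH oxidation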
Hsp90 inh – tumor Hsp90 inhibitors, primary screen, cell lysate, fluorescence polarization, NCI-N417 lysate | Heat shock protein HSP 90-alpha (Homo sapiens), P07900 | AID 429, 2006 | actives 0.35% (n = 64,000) | inhibition, % at 30 µM | Cy3B-geldanamycin FP displacement;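 active means inhibition above 50%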;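 further: 0% = tracer plus lysate wells and 100% = tracer alone without lysate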
FXIa inh mix – FXIa protease inhibitors in compound pools, primary screen, biochemical, 10-compound mixtures. inhibition, % at 5 µM. Coagulation factor XI (Homo sapiens), P03951. AID 680, 2007. actives 0.19% (n = 62,000). purified FXIa, fluorogenic substrate, pooled mixtures;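 further: each value is inhibition by a whole ten-compound pool holding the compound; 0% = enzyme with no mixture and 100% = wells lacking enzyme; strong numbers were not always called active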
MMP13 inh – human MMP13 inhibitors, primary screen, biochemical, FRET peptide cleavage | Collagenase 3 (Homo sapiens), P45452 | MMP-13 fTHP FRET cleavage, Mca fluorescence | inhibition, % at 4 µM | actives 0.07% (n = 65,000);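 active means inhibition above the mean of compound-free control plate wells plus 3 SD, cut at about 14% in these data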;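 further: 0% = DMSO wells and 100% = wells with reference MMP-13 inhibitor after basal subtraction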
JNK3 blocker – JNK3 kinase activity inhibitors, primary screen, biochemical, human, purified enzyme. Mitogen-activated protein kinase 10 (Homo sapiens), P53779. HTS. inhibition, % at 8 µM. actives 0.61% (n = 60,000). AID 746, 2007; in the data active means inhibition above about 17%;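 further: 0% = DMSO and 100% = reference inhibitor; many of its hits are not listed in these tables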
DUSP1 inh – MKP-1 phosphatase inhibitors, primary screen, biochemical, in vitro. Dual specificity protein phosphatase 1 (Homo sapiens), P28562. recombinant MKP-1, OMFP hydrolysis fluorescence. inhibition, %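 (compounds tested at a single concentration somewhere between 10 and 100 µM)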. actives 0.15% (n = 65,000);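 active means inhibition above about 50%, limit read from the data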;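 further: 0% = DMSO max control wells and 100% = wells with enzyme stopped by NaOH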
Target sequence (P28562 whole entry, looked up): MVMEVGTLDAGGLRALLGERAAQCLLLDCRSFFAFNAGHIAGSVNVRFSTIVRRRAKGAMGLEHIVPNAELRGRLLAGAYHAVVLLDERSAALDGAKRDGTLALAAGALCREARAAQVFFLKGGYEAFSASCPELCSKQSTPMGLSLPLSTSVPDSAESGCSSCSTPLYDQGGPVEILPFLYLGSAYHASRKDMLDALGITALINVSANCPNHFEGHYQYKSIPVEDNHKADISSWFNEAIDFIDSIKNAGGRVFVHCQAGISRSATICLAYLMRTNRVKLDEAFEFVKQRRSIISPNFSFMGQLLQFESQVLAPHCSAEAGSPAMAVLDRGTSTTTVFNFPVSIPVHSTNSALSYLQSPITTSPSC
Cdc25B inh – inhibitors of Cdc25B phosphatase catalytic domain, primary screen, biochemical, OMFP fluorescence; inhibition, %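 (compounds tested at 10 µM final in the well)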; recombinant Cdc25B, OMFP fluorescence Ex485/Em525; AID 368, 2006; actives 0.1% (n = 65,000); M-phase inducer phosphatase 2 (Homo sapiens), P30305; in the data active means inhibition above about 50%
Target sequence (P30305 whole entry, looked up, the tested form may be a part): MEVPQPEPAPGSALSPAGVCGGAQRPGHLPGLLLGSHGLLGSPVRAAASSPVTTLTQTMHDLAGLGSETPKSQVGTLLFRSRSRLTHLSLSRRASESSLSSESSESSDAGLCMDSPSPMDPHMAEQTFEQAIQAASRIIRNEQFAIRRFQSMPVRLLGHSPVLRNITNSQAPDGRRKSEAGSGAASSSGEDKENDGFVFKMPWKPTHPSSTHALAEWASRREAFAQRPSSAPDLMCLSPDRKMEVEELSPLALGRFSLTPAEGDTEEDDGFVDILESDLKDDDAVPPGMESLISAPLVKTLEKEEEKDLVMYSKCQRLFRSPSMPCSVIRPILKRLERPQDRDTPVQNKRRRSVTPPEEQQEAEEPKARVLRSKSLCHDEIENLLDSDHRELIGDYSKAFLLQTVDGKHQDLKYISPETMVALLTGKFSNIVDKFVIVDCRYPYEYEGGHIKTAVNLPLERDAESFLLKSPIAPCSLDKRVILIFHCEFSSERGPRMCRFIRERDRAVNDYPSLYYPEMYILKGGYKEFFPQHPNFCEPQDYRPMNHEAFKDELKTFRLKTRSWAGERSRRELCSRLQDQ
* marks the source's active call; other numbers are inactive results; nt = no result given; [ ] = dose if it differs, or a comment. Unless noted, no stated cut-off is given here; in the data, active means inhibition above about 20% (passing the limit was not always enough); inactive means the rest. Not a hit list; 1.5% or so of the library scored in one or more.

SMILES	AP complement	FXIIa inh mix	Abs 340nm	Hsp90 inh	FXIa inh mix	MMP13 inh	JNK3 blocker	DUSP1 inh	Cdc25B inh
CC(N)C12CC3CC(C1)CC(C(C)N)(C3)C2 (stereo not given)	14	-35	0.98	-3	6	-1	2	6	6
CCOC(=O)c1ccccc1NC(=O)Cn1cnc2c(cnn2C(C)(C)C)c1=O	19	1	0.98	-5	6	-4	2	-7	-6
CC1CCN(Cc2nc(-c3ccccc3)no2)CC1	13	-15	0.98	-3	1	-4	4	3	-14
O=S(=O)(NCC1CC1)c1cccc(S(=O)(=O)N2CCCC2)c1	1	-1	1	-2	18	5	0	-16	4
COc1ccc(C(=O)c2cn[nH]c2-c2cc(Cl)ccc2O)cc1	6	5	1	-2	2	2	-8	10	-7
COc1ccccc1Nc1nc(N)nc(-c2cc3ccccc3o2)n1	2	3	1	-2	-1	-3	3	16	5
Cc1ccnc(NS(=O)(=O)c2ccc(NS(=O)(=O)Cc3ccccc3)cc2)n1	13	13	1	nt	7	0	nt	nt	nt
CCc1ccc(NC2=CC(=O)CC(c3ccco3)C2)cc1 (stereo not given)	6	4	1.1	1	3	-2	6	0	-1
Cc1ccc(NC(=O)Cc2nn(C)c(=O)c3ccccc23)cc1F	1	20*	1	-2	14	-3	nt	-8	-6
CCCOC(=O)C1=C(C)NC2=C(C(=O)CCC2)C1c1cccc(OC)c1OC (stereo not given)	19	7	1.1	0	3	-17	4	21	-20
O=C(OCCCCN1C(=O)c2ccccc2C1=O)c1ccc(S(=O)(=O)N2CCCC2)cc1	-3	9	0.98	nt	-4	8	nt	20	-22
CCOC(=O)c1oc2ccccc2c1NC(=O)c1ccccc1OC	-2	10	1	-5	-1	-2	4	-15	-8
Cc1ccc(S(=O)(=O)N(CC(O)CN2CCCCC2)c2ccccc2)cc1 (stereo not given)	17	-19	1	-3	8	6	-3	4	2
CC(C)(C)NC(=O)C1CC(=O)OC1(C)C (stereo not given)	17	4	0.96	-2	0	-1	-3	-2	-8
CCOC(=O)c1c(C)[nH]c(C(C)=O)c1C	9	-19	1	-2	-9	5	6	7	-1
CCOCCSc1nnc2nc(C)cc(C)n12	22	3	1	-3	8	-3	-2	23	-12
CCOc1ccc(NC(=O)Nc2ccc3c(c2)nnn3C)cc1	16	2	1.1	-9	5	-2	0	-11	-3
Cc1nc2scc(-c3ccccc3)c2c(=O)n1N	17	8	1	-2	8	0	-1	6	2
Cn1ccnc1SCC(=O)Nc1ccc(Oc2ccccc2)cc1	8	7	0.98	-1	6	1	5	7	-7
C=CCn1c(COc2ccccc2)nnc1SCc1ccc(C#N)cc1	32	0	1	-1	8	0	1	-22	-6
Cc1ccc(C)c(CN2CCNC2=O)c1	15	4	1	-2	5	-11	-1	5	-12
CCn1c(SCCC(=O)Nc2ccccc2)nnc1-c1ccc(OC)cc1	8	-1	1	-1	2	-3	-3	4	-4
CC(=O)N1CCc2cc(S(=O)(=O)NCCC(=O)Nc3cccc(C)c3C)ccc21	15	1	1	-2	0	-4	-1	1	-3
Cc1ccc(N(CN2C(=O)C3CC=CCC3C2=O)C(=O)c2ccco2)cc1Cl (stereo not given)	nt	nt	0.99	-4	nt	1	-6	-20	21
O=C(NCC1CCCO1)c1ccc(CS(=O)(=O)c2ccc(Br)cc2)o1 (stereo not given)	23	-19	1	2	8	-1	-1	11	-14
CCOc1ccc2[nH]c(C)c(CN(C)C)c(=O)c2c1	23	2	1.1	-4	-12	-38	1	2	-15
NC(=O)C1(N2CCCCC2)CCN(C(=O)CSc2nc3ccccc3[nH]2)CC1	nt	nt	1.1	0	nt	0	-1	9	1
Cc1ccc(N2C(=O)C3ON(c4ccccc4)C(c4ccncc4)C3C2=O)c(C)c1 (stereo not given)	nt	nt	0.98	-2	nt	0	-1	-12	17
CN1C(=O)C2(c3ccccc31)C1CCCC=C1C(C#N)=C(N)C2(C#N)C#N (stereo not given)	nt	nt	1	2	nt	5	0	-19	7
C=C1c2cc(OC)ccc2NC(=O)N1CC	nt	nt	1.1	-8	nt	-46	0	-26	7
CC(=O)Nc1ccc(N2C(=O)CSC2c2ccc(F)cc2)cc1 (stereo not given)	0	-18	0.99	-3	-1	0	5	1	-5
COc1ccc(-c2nn3c(-c4ccccc4)nnc3s2)cc1OC	1	5	1.1	-2	6	-8	5	25	4
CCn1c(-c2ccsc2)nc2c1c(=O)[nH]c(=O)n2Cc1ccccc1	3	7	1	1	3	-5	1	2	1
Cc1ccc2c(c1)c(-c1ccccc1)nc1nncn12	14	9	1.1	-4	1	-4	-2	-5	-6
COC(=O)c1ccsc1NC(=O)CSc1nnnn1Cc1ccccc1	9	-20	1.1	-11	11	-1	11	5	-1
O=C1CCN=C(Nc2ccc(F)cc2)N1Cc1ccccc1	-9	6	1	1	2	-2	nt	23	4
Brc1ccc(-c2nnc3n2-c2ccccc2CC3)cc1	-14	7	1	2	8	-3	-1	8	-10
Cc1cccc(OCC(=O)Nc2ccc(N3CCCC3)cc2)c1C	-2	0	0.99	-4	7	-1	4	3	-6
CCOc1ccc(CNC(=O)C2CCN(S(=O)(=O)CC)CC2)cc1OC	15	-3	0.98	-1	-3	1	-7	2	-12
CCN(CC)C(=O)CSc1nnc(-c2ccco2)n1Cc1ccco1	-4	1	0.98	-2	-6	0	-12	-9	-5
COc1ccccc1NC(=O)CN1CCN(CC(=O)Nc2cc(NC(C)=O)ccc2OC)CC1	10	9	1	-5	1	-1	15	17	-6
COc1ccc(C)cc1-n1nnnc1SCC(=O)c1cc(C)n(Cc2ccco2)c1C	13	3	1	-8	3	-8	2	2	-4
CCc1cccc(OCC(=O)Nc2ccc(S(=O)(=O)Nc3onc(C)c3C)cc2)c1	7	3	1	-2	0	4	2	8	2
CCN(CC)CC(O)COc1ccccc1C(=O)CCc1ccccc1 (stereo not given)	11	2	1	-4	-3	2	-2	-1	-24
CN(CC(=O)NC1CCCCCCC1)S(=O)(=O)c1cccc2cccnc12	29	12	1	-1	7	3	-3	4	4
CC1Cc2ccccc2N1C(=O)Cn1c(=O)oc2cc(S(=O)(=O)NC3CCCC3)ccc21 (stereo not given)	8	-26	1	-1	5	7	-1	14	-10
CCOc1cc(S(=O)(=O)N2CCN(c3ccc(F)cc3)CC2)c(OCC)cc1-n1cnnn1	-9	9	1.1	2	2	3	8	-16	2
O=C(Nc1cccc(-c2nc3ncccc3o2)c1)c1cc2ccccc2o1	nt	nt	1	-6	nt	-1	5	37	6
CCn1c2ccccc2c2nc3cc(S(=O)(=O)N4CCOCC4)ccc3nc21	28	-2	1.1	2	-2	-2	5	37	-9
Cc1ccc2nc(C(O)C(O)c3nc4ccc(C)cc4[nH]3)[nH]c2c1 (stereo not given)	11	20	1	2	6	3	nt	-2	5
CCOc1ccc(N2C(=O)CC(n3nc(C)cc3C)C2=O)cc1 (stereo not given)	12	1	0.99	3	5	-1	4	9	-18
CCN(C(=O)CCS(=O)(=O)c1ccc(Br)cc1)c1ccc2c(c1)OCO2	9	10	1	-8	-1	0	-3	-1	-12
COc1ccc(-n2c(SCCC(=O)O)nnc2-c2ccncc2)cc1	16	9	0.98	-4	7	-7	0	5	-9
CCOc1ccccc1C(=O)Nc1ccc(-c2nnc(-c3ccc(C)cc3)o2)cc1	8	-15	1	2	5	0	4	4	1
CC(Sc1nnc(Cn2c(=O)sc3ccccc32)n1C)c1ccccc1 (stereo not given)	7	3	1	1	-6	-10	-1	-1	-12
COCCN(CCOC)Cc1c(C)[nH]c2c(C)c(C)ccc2c1=O	6	0	1.1	-6	-1	-3	4	-4	-5
CCN(CC)S(=O)(=O)c1cccc(-c2nnc(SCCCC(=O)c3ccc(F)cc3)o2)c1	7	-15	1	-5	2	0	5	4	-15
C/C=C/COc1nc2c(c(=O)n(C)c(=O)n2C)n1C	8	4	1	2	7	-1	2	-19	1
COc1ccc(OC)c(S(=O)(=O)Nc2c(F)cccc2F)c1	16	0	1	-2	6	-1	-4	12	1
O=C(NC1=NCCS1)c1cccc(NC(=O)c2ccco2)c1	9	5	1.1	-1	3	4	8	26	0
Next section.
SMILES	AP complement	FXIIa inh mix	Abs 340nm	Hsp90 inh	FXIa inh mix	MMP13 inh	JNK3 blocker	DUSP1 inh	Cdc25B inh
O=C(Nc1nc2nc(-c3ccccc3)cc(-c3ccccc3)n2n1)c1ccco1	-8	-34	1.1	1	0	-80[fluorescence artefact?]	4	-4	6
CC(C)OC(=O)CC12CN3CC(CC(=O)OC(C)C)(CN(C1)C(=O)c1ccccc1C3=O)C2=O	-21	8	1.1	2	3	2	-9	-6	-5
CCSc1nnc(-c2ccc(S(=O)(=O)NCc3cccs3)cc2)o1	17	-20	0.98	1	2	-5	1	0	-11
CCC(C)(C)n1nnnc1C(c1ccc(OC)c(OC)c1)N1CCN(c2ccc(OC)cc2)CC1 (stereo not given)	-13	4	1	-2	1	1	14	14	-14
CN(C)c1ccc(C(=O)N2CC(=O)N(CCc3ccccc3)C(=O)C2)cc1	15	8	1	-6	7	-28	1	20	-3
CCC(c1nnnn1Cc1ccco1)N(Cc1ccccc1OC)Cc1cc2cc(C)ccc2[nH]c1=O (stereo not given)	7	-15	1.1	-1	4	-5	-2	18	5
CCOC(=O)CSc1nnc(CCc2nc3ccccc3[nH]2)n1C	-10	-23	0.98	3	5	2	-5	2	-8
CCOCCCNC(=O)c1ccc2c(c1)OCO2	-14	10	1	-1	8	-1	3	7	-8
CC(OC(=O)c1cc2sccc2n1C)C(=O)NCC1CCCO1 (stereo not given)	25	5	1	-5	-20	2	2	3	10
O=S(=O)(NCCc1csc(-c2ccccc2)n1)c1ccc2c(c1)OCCO2	7	1	0.98	-4	5	0	-1	-3	-9
CCOC(=O)c1c(CN2CCOCC2)n(-c2ccccc2)c2ccc(O)cc12	10	1	0.98	-4	4	4	1	12	-6
CCCc1cc(=O)[nH]c(Nc2cc(OC)ccc2OC)n1	9	1	0.98	1	-6	-1	4	4	-2

Random excerpt: 3 records from the list, in no set order.
SMILES	AP complement	FXIIa inh mix	Abs 340nm	Hsp90 inh	FXIa inh mix	MMP13 inh	JNK3 blocker	DUSP1 inh	Cdc25B inh
CCOC(=O)c1c(CN2CCOCC2)n(-c2ccccc2)c2ccc(O)cc12	10	1	0.98	-4	4	4	1	12	-6
O=S(=O)(NCC1CC1)c1cccc(S(=O)(=O)N2CCCC2)c1	1	-1	1	-2	18	5	0	-16	4
Cc1cccc(OCC(=O)Nc2ccc(N3CCCC3)cc2)c1C	-2	0	0.99	-4	7	-1	4	3	-6

Going on with the list:
SMILES	AP complement	FXIIa inh mix	Abs 340nm	Hsp90 inh	FXIa inh mix	MMP13 inh	JNK3 blocker	DUSP1 inh	Cdc25B inh
CCNS(=O)(=O)c1ccc(OCCNS(C)(=O)=O)cc1	5	4	1	-16	4	2	-1	-2	-7
Cc1cc(C)n(-c2nc(SCC(=O)NCC3CCCO3)c3c4c(sc3n2)CCCC4)n1 (stereo not given)	-3	-1	1.1	2	11	2	-3	34	4
Cc1nnc(Sc2nc3c(c(=O)n(C)c(=O)n3C)n2Cc2ccc(Cl)cc2)s1	nt	nt	1.1	-5	nt	6	-3	10	4
CCOC(=O)c1sc2nc(NC(=O)C3CC3)sc2c1C	21	9	1.1	1	-16	-10	-2	6	-2
CN(C(=O)CSc1nc(N)nn1-c1ccccc1)c1ccccc1	11	-17	1	-3	3	4	-6	-1	-3

From PubChem
